Screening results deposited in PubChem by Broad Institute.
RAD52 anneal inh = RAD52 (human) annealing inhibition; recombinant RAD52 DNA annealing, FRET fluorescence; AID 651710; 360,000 tested, 0.46% active; P43351; inhibition, % at 18.7 µM;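 active = every replicate showing at least 50% inhibition; inconclusive = mean inhibition at least 50% but not in every replicate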
Target sequence (P43351 whole entry, looked up): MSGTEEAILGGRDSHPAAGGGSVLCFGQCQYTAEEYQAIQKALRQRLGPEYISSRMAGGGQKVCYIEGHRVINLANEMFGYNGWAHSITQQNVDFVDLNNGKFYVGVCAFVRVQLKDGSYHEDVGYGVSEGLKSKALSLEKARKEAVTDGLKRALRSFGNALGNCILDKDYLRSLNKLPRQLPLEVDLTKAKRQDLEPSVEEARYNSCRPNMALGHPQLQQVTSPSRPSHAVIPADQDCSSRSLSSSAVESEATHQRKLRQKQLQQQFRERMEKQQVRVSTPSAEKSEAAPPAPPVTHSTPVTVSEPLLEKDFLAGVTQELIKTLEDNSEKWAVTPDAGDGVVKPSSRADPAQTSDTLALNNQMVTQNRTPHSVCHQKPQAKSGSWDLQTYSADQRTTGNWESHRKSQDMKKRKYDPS
F508del corr = correctors of CFTR F508del function in bronchial epithelial cells; CFBE cells, YFP halide quenching; stimulated with forskolin plus potentiator P3; % fluorescence drop versus neutral controls; 350,000 tested, 0.36% active; AID 720511; activity (quench increase), % at 7.58 µM;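 active = mean added fluorescence quench of at least 8% versus neutral control, with both replicates also reaching 8%; inconclusive = only one of the mean or replicate conditions met; inactive = mean below 8% and not both replicates reaching 8%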;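 note: cells transiently co-express mutant CFTR-F508del with the halide-sensitive YFP; corrector assay measuring rescue of mutant channel to the surface after 24 h compound exposure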
INS-1E GSIS act = primary screen for activators of insulin secretion dependent on glucose, INS-1E cells, GLuc reporter luminescence | activation, % at 16.6 µM | 370,000 tested, 0.61% active | INS-1E GLuc reporter insulin secretion, 2-3 h;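 active = lowest replicate activation of at least 40%, so every replicate reaches that level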;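 note: 0% = median of neutral control wells and 100% = median of IBMX positive control wells; some compounds called inactive have numbers as strong as hits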
DENV2 CPE rescue = protects cells from dengue virus 2 cytopathic effect; CPE inhibition, % at 9.99 µM; DENV2-infected cells, cytopathic effect rescue, plate reader; 350,000 tested, 1.7% active; in the data active = CPE inhibition above about 20%, passing the limit was not always enough; inconclusive = no clear call, values can overlap the other calls; tested in BHK-21 cells;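 note: 0% = median of neutral control wells and 100% = median of positive control wells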
E-sel inducer = induces E-selectin expression in human endothelial cells; HUVEC E-selectin immunofluorescence imaging; normalized: neutral wells 0, TNF-alpha wells 100; activation, % at 7.58 µM; 260,000 tested, 0.37% active; P16581; AID 686992;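 active = mean E-selectin-positive cell signal at least 10% of the positive control, reached in at least 60% of replicates, without over 20% cell loss; inconclusive = no rule given, readout overlaps actives, possibly toxicity-flagged; inactive = the rest, including those meeting only one limit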;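 note: in these data hits start at about 27%; measured in HUVEC primary endothelial cells; signal is the percent of cells scored E-selectin positive by PE staining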
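material = human umbilical vein endothelial cells (HUVEC), E-selectin induction | quantity = 3,000 cells/well | medium = EGM-2 growth medium on 0.1% gelatin-coated wells | technique = immunofluorescence imaging | read-out basis = % PE-positive cells | control set = TNF-alpha positive control, DMSO neutral control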
RAD54 inh = RAD54 (human) branch migration inhibition | 360,000 tested, 0.14% active | Q92698 | inhibition, % at 10.4 µM | RAD54 Holliday junction branch migration, FAM/BHQ fluorescence;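 active = mean normalized replicate activity at least 40 and at least half of replicates scoring 40 or more; inconclusive = only one of the two criteria met; inactive = mean below 40 and under half of replicates reaching 40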;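 note: 0% = median of neutral control wells and 100% = median of positive control wells; inhibitors cause a drop in the FAM fluorescence signal; in these data hits start at about 50%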
XiGFP reactiv = X-chromosome reactivation activator; XiGFP mouse fibroblasts, % GFP-positive cells imaging, 3 d; cells co-treated with 5-aza-dC sensitizer; scaled so ellipticine positive control = 100%; activation, % at 7.58 µM; 360,000 tested, 0.055% active;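 active = mean normalized replicate activation at least 10% and every replicate at or above 10%; inconclusive = only one of the two criteria met; inactive = mean below 10% and not all replicates reach 10%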;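 note: 0% = median of on-plate neutral control wells and 100% = ellipticine 6 µM median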
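Material: XiGFP fibroblasts, SV40-immortalized; Buffer or medium: DMEM containing 5-aza-dC; Compound dosing: single point; Times: 3 days compound exposure.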
CASP6 VEID inh = blocks human caspase-6 cleavage activity. purified caspase-6, Z-VEID-R110 cleavage fluorescence. P55212. 350,000 tested, 0.53% active. inhibition, % at 12.5 µM. AID 686996;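 active = mean inhibition across replicates at least about 35%, with every replicate also reaching that limit, limit read from the data; inconclusive = only one of the two criteria met; inactive = neither criterion met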;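 note: 0% = median of neutral control wells and 100% = no fluorescence left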
Target sequence (P55212 24-179 limits assumed): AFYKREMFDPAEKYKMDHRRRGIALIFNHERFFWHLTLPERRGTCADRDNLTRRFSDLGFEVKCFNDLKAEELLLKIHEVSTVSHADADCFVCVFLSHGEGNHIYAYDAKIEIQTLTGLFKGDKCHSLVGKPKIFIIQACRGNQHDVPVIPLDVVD
Target sequence (P55212 194-293 limits assumed): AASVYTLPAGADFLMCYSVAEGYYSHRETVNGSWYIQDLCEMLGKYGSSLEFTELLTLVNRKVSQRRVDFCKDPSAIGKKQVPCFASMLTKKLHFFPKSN
Active calls of the source: *; ? = inconclusive; · = not tested or not shown.

Values in the order – RAD52 anneal inh	F508del corr	INS-1E GSIS act	DENV2 CPE rescue	E-sel inducer	RAD54 inh	XiGFP reactiv	CASP6 VEID inh
O=C(NC[C@@H]1[C@H](c2ccccc2)[C@@H](CO)N1C(=O)C1CC1)NC1CCCC1
  12	0.4	3	6	0.3	7	0.1	2
COC(CNC(=O)CN1C(=O)COc2ccc(S(=O)(=O)N3CCOCC3)cc21)OC
  -2	1.5	-1	-5	-0.1	-1	0.3	-2
O=C(O)CNC(=O)c1ccc(NC(=O)/C(=C/c2ccccc2)NC(=O)c2ccco2)cc1
  0	1.2	11	5	-0.1	4	-0.1	17
OC[C@@H]1CC[C@@H]2O[C@H](CCc3ccc(-c4ccccc4)cc3)[C@@H](n3cc(C4CC4)nn3)C[C@@H]2O1
  15	-3.3	·	20*	·	·	·	0
Cc1cc(C(=O)Oc2cccnc2)ccc1[N+](=O)[O-]
  -6	·	-16	0	·	-16	0.0	3
O=C(NCCc1cccs1)C1CC(c2ccccc2[N+](=O)[O-])=NO1 (stereo not drawn)
  -14	-0.9	4	8	0.4	4	0.0	1
CC(=O)N/C(N)=N/c1nc2cc(C)ccc2o1
  -6	0.6	·	-4	2.9	·	-0.1	1
CCCC(=O)Nc1ccc2c(c1)C(=O)N(C)[C@@H]1CC[C@@H](CC(=O)N3CCCCC3)O[C@H]1CO2
  -3	3.0	9	?	-0.1	-1	0.1	2
O=C(CCNC(=O)N1CC(=O)Nc2ccccc21)Nc1ccc(Br)cc1F
  -22	3.1	-1	-4	·	-12	0.0	-3
Cc1cccc(C(=O)Nc2cccc(C(=O)N/N=C/c3ccc4c(c3)OCO4)c2)c1
  -60	1.0	-3	13	·	0	0.4	3
CCOc1ccc(S(=O)(=O)N2CCN(C(=O)c3cc(C4CC4)nn3-c3ccccc3)CC2)cc1
  -18	-1.2	-23	8	-1.2	·	-0.3	0
CCc1ccccc1NC(=O)CN(C)C(=O)COC(=O)c1cccnc1Cl
  0	-0.7	0	9	0.0	8	0.0	2
CCCNC(=O)C[C@@H]1CC[C@H]2[C@H](COc3ccc(NC(=O)NCC)cc3C(=O)N2C)O1
  -4	-0.2	-8	-2	0.0	7	0.2	-1
CC(=O)c1ccc(OCc2cc(C(=O)N(C)C(C)c3ccon3)no2)cc1 (stereo not drawn)
  -12	2.1	6	-4	·	-2	0.2	-21
COc1ccc(S(=O)(=O)N2CCN(C/C=C/c3ccccc3)CC2)cc1F
  -16	2.4	-10	-5	0.1	5	0.2	2
COc1ccc(OC)c(/C=C/c2ccc3cccc(O)c3n2)c1
  -36	-0.6	-11	-6	1.4	·	5.6	3
CN1CCCCN2[C@@H](CO)[C@@H](c3ccc(C4=CCCC4)cc3)[C@@H]2C1
  3	3.8	4	?	0.5	-1	0.2	1
N#CCC(=O)Nc1ccc(C(=O)OCC(=O)N(Cc2ccccc2)C2CCS(=O)(=O)C2)cc1 (stereo not drawn)
  -38	-1.0	10	·	·	·	-0.2	-1
Cc1cc(C)c[n+](C2=C([O-])c3ccccc3C(=O)/C2=N\S(=O)(=O)c2cccs2)c1
  -21	-1.7	-3	-2	·	·	0.0	11
CO[C@H]1CN(C)C(=O)c2cc(NS(=O)(=O)c3ccc(Oc4ccccc4)cc3)ccc2OC[C@H](C)NC[C@@H]1C
  30	3.1	0	11	3.8	-9	-0.3	1
COc1ccc(N(C)C(=O)C2CCCN2S(=O)(=O)c2cccc3nsnc23)cc1 (stereo not drawn)
  -4	-1.5	8	8	0.1	14	0.2	1
CN(C)c1ccc(-c2cccc3nccn23)cc1
  -3	-2.1	3	?	0.5	8	0.1	1
C/C(=N\NC(=O)c1cccc(O)c1)c1ccc(NC(=O)Cc2ccccc2)cc1
  -9	-1.1	25	5	-0.2	22	0.0	4
COc1cc(OC)cc(C(=O)NCC2CCCN(Cc3cccc(C(C)=O)c3)C2)c1 (stereo not drawn)
  -31	-0.3	13	-3	·	1	0.0	-3
CCn1cc(C(=O)NCc2ccccc2OC)c(=O)c2cc(S(=O)(=O)N(C)C)ccc21
  -6	-0.9	10	-3	0.0	-6	0.3	1
CC=Cc1ccc2n(c1=O)C[C@H]1[C@H](CO)[C@@H](C(=O)NCCC)N(Cc3cccnc3)[C@@H]21 (mixture of isomers)
  -15	·	9	-4	-0.4	-8	0.4	1
C[C@@H]1CN([C@@H](C)CO)C(=O)Cc2cc(NS(=O)(=O)c3ccc(F)cc3)ccc2O[C@H]1CN(C)S(C)(=O)=O
  7	-2.9	-1	-5	0.5	1	-1.1	-1
Cc1ccc(S(=O)(=O)Nc2cccc(C(=O)N3CCC(C(N)=O)CC3)c2)cc1
  -12	-2.6	-5	3	0.8	1	-0.9	-3
O=S(=O)(NC[C@@H]1N[C@H](CO)[C@@H]1c1ccc(C2=CCCC2)cc1)c1ccccc1
  -38	-1.7	2	-11	-0.2	1	0.1	0
CCOC(=O)/C(=C\c1ccc(N2CCC(c3ccccc3)=N2)cc1)C(C)=O
  -194	-0.2	15	-5	0.0	·	0.0	2

Of the compounds above, these have a nitro group on carbon.
Values in the order – RAD52 anneal inh	F508del corr	INS-1E GSIS act	DENV2 CPE rescue	E-sel inducer	RAD54 inh	XiGFP reactiv	CASP6 VEID inh
Cc1cc(C(=O)Oc2cccnc2)ccc1[N+](=O)[O-]
  -6	·	-16	0	·	-16	0.0	3
O=C(NCCc1cccs1)C1CC(c2ccccc2[N+](=O)[O-])=NO1 (stereo not drawn)
  -14	-0.9	4	8	0.4	4	0.0	1

Looked up above.
Result for CN(C)c1ccc(-c2cccc3nccn23)cc1 under CASP6 VEID inh: 1
Result for Cc1cccc(C(=O)Nc2cccc(C(=O)N/N=C/c3ccc4c(c3)OCO4)c2)c1 under F508del corr: 1.0

The results go on:
Values in the order – RAD52 anneal inh	F508del corr	INS-1E GSIS act	DENV2 CPE rescue	E-sel inducer	RAD54 inh	XiGFP reactiv	CASP6 VEID inh
O=C(NCCN1CCOCC1)c1cc(Cl)ccc1Cl
  -5	1.7	-2	-2	0.2	-1	0.0	2
Cc1cc(C(=O)Nc2cccc3c2O[C@@H](CN(C)C(=O)Nc2ccc4c(c2)OCO4)[C@H](C)CN([C@@H](C)CO)C3=O)n(C)n1
  -8	-1.5	9	-2	-3.3	15	-0.7	0
CN1C(=O)c2cc(NC(=O)C3CCCCC3)ccc2OC[C@@H]2O[C@@H](CC(=O)NCC3CCCCC3)CC[C@H]21
  2	0.6	-15	-1	0.0	·	0.5	0
CCCCN1C[C@H](Cc2ccccc2)[C@@H](CC(=O)Nc2ccc(OC)cc2)C1=O
  -15	-0.2	5	3	0.8	·	0.4	-1
COc1ccc(CNC(=O)c2cc(SC)ccc2Cl)cc1OC
  -17	2.2	37	·	-2.7	·	0.2	1
CN(C)C(=O)c1cccc(-c2ccc(C3[C@H]4CNC[C@@H]3N4S(=O)(=O)Cc3ccccc3)cc2)c1 (stereo partly drawn)
  ·	1.5	-3	5	-0.1	·	0.0	·
Cc1nc(C)c(-c2csc(Nc3cccc(O)c3)n2)s1
  -4	-3.0	4	4	·	·	0.0	-3
C[C@@H]1CCCCO[C@H](CN(C)C)[C@@H](C)CN([C@@H](C)CO)C(=O)c2cc(NC(=O)c3ccccc3)ccc2O1
  ·	-5.0	4	·	0.0	·	0.5	·
CCOC(=O)C1CCN(C(=O)Nc2ccc3c(c2)nc(C)n3C)CC1
  -4	2.7	3	-2	·	·	·	-2
C[C@@H]1CN([C@H](C)CO)C(=O)c2cc(N(C)C)ccc2O[C@H]1CN(C)S(=O)(=O)c1ccccc1
  -3	4.4	-2	1	1.7	6	0.2	1
CC(C)Oc1ccc(C(=O)Nc2nnc(C3=COCCO3)o2)cc1
  8	-1.2	-7	?	-1.3	-6	0.0	6
C=CCN(C(=O)CN1CCCCC1)c1nc(-c2ccccc2)cs1
  -8	-0.4	5	2	-0.1	1	0.1	-4
COc1ccc(NC(=O)c2cc(S(=O)(=O)N3CCCCC3)ccc2OC)cc1
  -1	-0.2	-8	-1	·	-4	0.0	0
CC(=O)c1ccc(N2CCN(C(=O)CCc3ccccc3)CC2)cc1
  -8	1.0	-13	-2	·	6	0.0	-2
O=C(Nc1cccc(S(=O)(=O)N2CCCCC2)c1)c1cnccn1
  -24	-2.8	-2	5	-1.4	-3	0.0	·
Cc1ccc(S(=O)(=O)Nc2cccc3c2O[C@@H](CN(C)C(=O)Nc2c(C)noc2C)[C@@H](C)CN([C@H](C)CO)C3=O)cc1
  1	0.0	-6	2	-0.3	-3	0.3	·
CCOc1ccc(-c2nc3n(c(=O)c2C#N)CCS3)cc1
  -23	-2.1	8	·	-1.0	·	0.0	3
C[C@@H]1CCCCO[C@H](CN(C)S(=O)(=O)c2ccccc2)[C@@H](C)CN([C@H](C)CO)C(=O)c2cc(NS(C)(=O)=O)ccc2O1
  -5	-0.5	6	-12	0.0	-17	0.6	-3
COc1ccc2nc(/C(C#N)=C\c3ccc(C(=O)O)cc3)[nH]c2c1
  -47	0.3	2	2	·	·	0.1	11
CC(C)(C)c1cnnn1-c1ccc(/C=N/Nc2ccc([N+](=O)[O-])cc2)cc1
  -63	2.7	1	3	·	3	0.0	-3
CC(C)NC(=O)N(C)C[C@@H]1OCCCC[C@@H](C)Oc2ccc(NS(=O)(=O)c3cn(C)cn3)cc2C(=O)N([C@H](C)CO)C[C@@H]1C
  7	-3.5	20	-8	·	-1	0.1	1
